Compound activity deposited in PubChem by The Scripps Research Institute Molecular Screening Center.
FBW7 activator = activators of human E3 ligase FBW7. hit rate 0.13% among 650,000. AlphaScreen FBW7–phospho-cyclin E peptide binding, activator screen. Q969H0. normalized activity (activation), % at 26.1 µM; in the data active = normalized activity above about 1.9%;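 also: purified mutant Fbw7 with reduced substrate affinity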
MITF primary = inhibitors of human MITF; O75030; AlphaScreen MITF homodimerization, bead proximity signal; inhibition, % at 2.6 µM; hit rate 0.91% among 650,000; AID 1259374; in the data active = inhibition above about 50%;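 also: 0% = vehicle wells with protein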
Target sequence (O75030 whole entry, looked up): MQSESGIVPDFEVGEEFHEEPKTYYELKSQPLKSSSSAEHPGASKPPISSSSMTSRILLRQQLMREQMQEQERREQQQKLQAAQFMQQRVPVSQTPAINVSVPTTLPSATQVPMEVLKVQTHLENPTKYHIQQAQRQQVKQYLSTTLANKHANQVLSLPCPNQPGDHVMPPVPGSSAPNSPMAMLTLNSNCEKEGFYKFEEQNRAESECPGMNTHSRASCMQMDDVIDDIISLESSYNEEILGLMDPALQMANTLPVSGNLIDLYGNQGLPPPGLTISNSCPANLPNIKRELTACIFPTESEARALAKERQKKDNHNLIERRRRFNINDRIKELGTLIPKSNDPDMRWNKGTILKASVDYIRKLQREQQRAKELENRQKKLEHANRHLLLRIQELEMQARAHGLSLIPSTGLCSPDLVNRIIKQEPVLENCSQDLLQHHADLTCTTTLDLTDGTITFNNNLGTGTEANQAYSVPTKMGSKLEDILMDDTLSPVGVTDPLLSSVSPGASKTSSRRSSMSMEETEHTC
TEAD-YAP inh = TEAD-YAP interaction inhibition. HEK-TIYL cells, TEAD-Gal4/YAP UAS-luciferase luminescence. inhibition, % at 9.12 µM. hit rate 1.4% among 640,000; in the data active = inhibition above about 32%;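 also: 0% = median of test compound wells and 100% = reference inhibitor wells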
GPR151 ag = activators of human GPR151; Q8TDV0; PathHunter beta-arrestin GPR151 cells, luminescence; activation, % at 11.2 µM; hit rate 1% among 650,000; AID 1508602; in the data active = activation above about 4.9%;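 also: 0% = median of compound wells and 100% = cells with positive control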
Target sequence (Q8TDV0 whole entry, looked up): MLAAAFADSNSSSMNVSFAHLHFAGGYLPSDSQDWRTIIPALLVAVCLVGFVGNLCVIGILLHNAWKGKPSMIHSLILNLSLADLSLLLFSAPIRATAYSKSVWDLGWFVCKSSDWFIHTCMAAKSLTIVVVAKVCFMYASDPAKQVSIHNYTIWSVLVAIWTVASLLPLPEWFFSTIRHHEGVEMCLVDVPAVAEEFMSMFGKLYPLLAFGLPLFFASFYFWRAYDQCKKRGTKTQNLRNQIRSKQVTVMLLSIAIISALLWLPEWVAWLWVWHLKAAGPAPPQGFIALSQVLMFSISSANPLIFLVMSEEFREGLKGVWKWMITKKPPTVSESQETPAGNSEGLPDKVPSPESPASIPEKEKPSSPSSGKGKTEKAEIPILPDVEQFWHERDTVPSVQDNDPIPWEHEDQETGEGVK
Starred values were filed as active, the others as inactive.

SMILES	FBW7 activator	MITF primary	TEAD-YAP inh	GPR151 ag
CCCC1NC(=S)N(C2CCCCC2)C1=O (stereo unspecified)	0.0	-9	-7	0.7
CC1CCc2sc(NC(=O)C3CC3)c(C#N)c2C1 (stereo unspecified)	0.0	-5	-37	1.6
COc1cc(/C=C(\C#N)C(=O)Nc2ccc([N+](=O)[O-])cc2C)ccc1OC(C)=O	0.3	0	0	-0.6
COc1ccc(NC(=O)c2cccc(N3C(=O)C4CC=CCC4C3=O)c2)c(OC)c1 (stereo unspecified)	0.0	-7	0	-2.0
O=C(O)c1ccccc1N(Cc1ccccc1)C(=O)COc1ccccc1	0.0	-5	2	0.8
O=C(/C=C/c1cccc([N+](=O)[O-])c1)Nc1nc2nccc(-c3ccccc3)n2n1	-0.1	2	5	0.1
CCOC(=O)N1CC(=O)Nc2ccccc2S1(=O)=O	0.9	66*	1	11*
Cc1nnc(SCCN2CCCC2)n1-c1ccccc1	0.1	-3	0	0.3
CC(=O)OCc1c(C)cc(C)c(C2C(C#N)=C(N)OC3=C2C(=O)CC(C)(C)C3)c1C (stereo unspecified)	-0.1	-6	0	-1.0
O=C(NCc1cccnc1)/C(=C/c1ccco1)NC(=O)c1ccccc1	0.3	12	-7	-0.3
Cc1ccc2cc3c(N)c(C(=O)N4CCOCC4)sc3nc2c1C	0.1	9	-57	-0.9
N#Cc1c(-c2ccc(Br)cc2)noc1N	-0.1	-6	-1	1.0
CCCCCNC(=O)c1ccc(CNS(=O)(=O)c2ccc(Cl)cc2)cc1	0.1	4	-11	-1.2
CCN(CC)CCN(C)Cc1ccc([N+](=O)[O-])cc1	-0.3	73*	-8	0.7
Cc1ccc(N2C(=O)c3n[nH]c(C)c3C2c2ccccc2)cc1 (stereo unspecified)	-0.1	8	-18	3.1

Rewritten comma-delimited: part of the list above
compound,FBW7 activator,MITF primary,TEAD-YAP inh,GPR151 ag
CCOC(=O)N1CC(=O)Nc2ccccc2S1(=O)=O,0.9,66*,1,11*
Cc1nnc(SCCN2CCCC2)n1-c1ccccc1,0.1,-3,0,0.3
CC(=O)OCc1c(C)cc(C)c(C2C(C#N)=C(N)OC3=C2C(=O)CC(C)(C)C3)c1C (stereo unspecified),-0.1,-6,0,-1.0
O=C(NCc1cccnc1)/C(=C/c1ccco1)NC(=O)c1ccccc1,0.3,12,-7,-0.3
Cc1ccc2cc3c(N)c(C(=O)N4CCOCC4)sc3nc2c1C,0.1,9,-57,-0.9

Additional entries:
SMILES	FBW7 activator	MITF primary	TEAD-YAP inh	GPR151 ag
CCCN(CCC)C(=O)CSc1nc2ccsc2c(=O)n1Cc1ccc2c(c1)OCO2	0.1	7	5	-0.9
COc1ccc(Cl)cc1NC(=O)c1cc(S(=O)(=O)N2CCc3ccccc32)ccc1F	-0.1	-5	1	0.6
COC(=O)c1ccc(-n2c(/C=C/c3cccc([N+](=O)[O-])c3)nc3ccccc3c2=O)cc1	0.5	-11	-12	1.1
Oc1ccc(-c2nccnc2NCC2CC2)cc1	-0.2	-22	11	0.4
CCOc1cc(-c2nnc(SCC(=O)NCCc3ccc(OC)c(OC)c3)nc2-c2ccc(OC)c(OCC)c2)ccc1OC	-0.1	14	-7	-1.7
CCCCN(CC)CCNC(=O)c1nn(-c2cc(OC)cc(OC)c2)c(=O)c2ccccc12	-0.2	9	1	-0.8
CN(c1ncnc2c1c(-c1ccccc1)cn2-c1cccc(C(F)(F)F)c1)C1CCCCC1	-0.1	-5	16	-1.0
O=C(O)C1C2CCC(O2)C1C(=O)Nc1cnn(Cc2ccccc2)c1 (stereo unspecified)	-0.1	-2	1	0.6
O=C1N/C(=C/c2cccn2-c2ccccc2)C(=O)N1Cc1ccc(F)cc1	-0.2	7	-1	-0.5
Cc1cc(=O)nc2c3ccccc3n(C(C)C(=O)NCc3cccnc3)n12 (stereo unspecified)	1.7	20	-10	-0.1
CN1C(=O)/C(=C\c2cc(Br)cs2)c2ccccc21	-0.1	18	-31	-2.1
CCCS(=O)(=O)N1CCN(Cc2nc(C(C)(C)C)cs2)CC1	0.2	-2	-1	8.8*
O=C(CCOc1ccccc1)N1CCC2(CC1)CC2C(=O)N1CCN(c2ccccc2)CC1 (stereo unspecified)	-0.1	16	-3	-0.3
CC(OC(=O)CCc1ccc(S(=O)(=O)N2CCOCC2)cc1)C(N)=O (stereo unspecified)	-0.1	-4	-5	0.3
CC1=C(C(=O)OC(C)C)C(c2ccc(O)c([N+](=O)[O-])c2)n2ncnc2N1 (stereo unspecified)	0.1	4	1	-0.5
O=C(O)c1ccccc1NC(=O)C1CCCN(S(=O)(=O)c2cnc[nH]2)C1 (stereo unspecified)	0.2	5	18	0.4
CCOC(=O)C1=C(C)NC(=O)NC1c1ccc(SC)cc1 (stereo unspecified)	0.1	2	-8	2.1
COC(=O)c1ccc(CNC2CCN(c3nc(C)c4cc5c(cc4n3)CCC5)CC2)cc1	0.1	25	-7	-1.4
CSC(=Nc1ccc(C)c(C)c1)NC#N	0.2	-3	5	-0.7
COc1ccc(C(=O)Nc2cc(=O)n(C)c(=O)n2C)cc1OC	-0.1	-3	-1	-0.7
COc1cc(Nc2nccc(NCCc3ccc(O)cc3)n2)cc(OC)c1OC	-0.1	6	17	3.5
COc1ccc(C2=N/C(=C/c3cc4ccccc4nc3N3CCOCC3)C(=O)O2)cc1	0.0	0	-9	0.7
Nc1c(C(=O)Nc2ccc(F)c(Cl)c2)sc2nc(-c3ccncc3)ccc12	0.1	6	-12	3.8
C=CCC1N(c2ccccc2Cl)C(=O)C2C(C(=O)O)C3C=CC21O3 (stereo unspecified)	0.1	-20	12	-0.2
Cc1cc(/C=C(/C#N)c2ccc(Br)cc2)c(C)n1C	0.4	20	-7	-1.0
COCC1CCCN(Cc2ccc3c(c2)CN(C(=O)CC2CCCC2)CCO3)C1 (stereo unspecified)	0.1	13	3	0.4
CC(C)Oc1ccc(CNCC2(O)CCOC(C)(C)C2)cc1 (stereo unspecified)	0.2	8	-6	1.3
COc1cccc2c1OC(C)(C)N1N=C(c3cccs3)CC21 (stereo unspecified)	0.0	-5	-44	0.5
Cc1ccc(-c2cc(-c3ccco3)c3c(N)c(C(=O)Nc4cccc(Cl)c4C)sc3n2)cc1	-0.2	-2	-9	-0.2
CCOC(=O)Cc1csc(NC(=O)c2ccccc2SCC)n1	0.1	5	2	1.6
COc1cc(C2C(C#N)=C(N)Oc3n[nH]c(C)c32)cc(OC)c1OC (stereo unspecified)	0.4	0	-3	1.0
O=C(NCCS(=O)(=O)N1CCN(c2cccc(Cl)c2)CC1)c1cc2ccccc2o1	-0.1	1	5	0.2
CCOc1ccc2nc(SCC(=O)Nc3ccc4nc(SCc5ccc(C(C)(C)C)cc5)sc4c3)sc2c1	-0.2	-3	-2	-0.3
CS(=O)(=O)N(CC(=O)Nc1ccccc1-c1ccccc1)c1ccc(F)cc1	-0.1	10	-3	-1.8
Fc1ccc(N2CCN(c3nc4ccccc4n4nnnc34)CC2)cc1	0.7	14	-33	2.7
CC(C)(C)CNC(=O)c1ccccc1O	-0.1	-1	-2	0.5
COc1ccc2c3c(c(=O)oc2c1)CN(C(=O)Nc1ccccc1C(F)(F)F)CC3	0.2	7	-2	-2.1
O=C1c2ccccc2CN1CCSC(=S)N1CCSCC1	-0.1	2	-61	0.5
O=C(/C=C/c1ccccc1)Nc1nnc(SCC(=O)N2CCOCC2)s1	-0.1	9	-2	0.8
CCN(CC)CCN(C(=O)c1ccnn1C)c1nc2c(F)cc(F)cc2s1	0.0	-15	-10	-0.4
O=C(CNCc1ccccc1)Nc1ccccc1Oc1ccccc1	0.1	18	13	0.3
O=C(NC(=S)Nc1nc2ccc(F)cc2s1)c1ccc(S(=O)(=O)N2CCCC2)cc1	0.0	6	4	-0.4
CCOc1ccc2cc(C3CC(c4ccc(C)cc4)=NN3C(C)=O)c(Cl)nc2c1 (stereo unspecified)	0.2	6	3	3.3
CC(C)c1ccc(NC(=O)NC2(C(=O)NCc3cccnc3)CCCCC2)cc1	0.1	-2	5	0.0
Cc1nc2ccccc2n1CC(=O)OCC(=O)c1ccc(Br)cc1	-0.1	-5	5	4.1

Brought forward from above: three entries, followed by the next part.
SMILES	FBW7 activator	MITF primary	TEAD-YAP inh	GPR151 ag
CCOc1ccc2cc(C3CC(c4ccc(C)cc4)=NN3C(C)=O)c(Cl)nc2c1 (stereo unspecified)	0.2	6	3	3.3
CC(C)c1ccc(NC(=O)NC2(C(=O)NCc3cccnc3)CCCCC2)cc1	0.1	-2	5	0.0
Cc1nc2ccccc2n1CC(=O)OCC(=O)c1ccc(Br)cc1	-0.1	-5	5	4.1
O=C(Cn1nnc(-c2ccccc2NC(=O)c2ccco2)n1)Nc1ccccc1	0.0	8	-1	0.2
COc1cccc(OC)c1C(=O)Nc1ccc(N2CCN(C(=O)C(C)C)CC2)c(Cl)c1	-0.1	-1	5	-0.2
COC(=O)C1=C(C)NC(=O)C1(Nc1ccccn1)C(F)(F)F (stereo unspecified)	0.0	9	2	0.2
CCOc1ccc(-n2c(CNC(=O)c3cc(OCC)c(OCC)c(OCC)c3)nnc2SCC(=O)N2CCc3ccccc32)cc1	0.0	-11	3	-0.2
COc1cccc(C2CC(=O)N3C(=C2C#N)SCC3(O)c2ccc(C)cc2)c1 (stereo unspecified)	-0.1	-1	-8	0.5
COc1ccc(NC(=O)c2ccc(C)o2)c([N+](=O)[O-])c1	-0.2	-2	-44	-3.8
Cc1c(C(=O)Nc2nc3c(s2)CC(C)CC3)cccc1[N+](=O)[O-] (stereo unspecified)	-0.1	3	-12	-0.3
Cc1ccc(/C=C2\N=C(c3ccc([N+](=O)[O-])cc3Cl)OC2=O)o1	-0.1	-9	3	0.8
CCc1ccc(-n2nc3ccc(NC(=O)c4cc(OC)c(OC)c(OC)c4)cc3n2)cc1	0.0	2	17	0.4
COc1ccc([N+](=O)[O-])cc1NC(=O)CN(C)S(=O)(=O)c1ccccc1	-0.2	-1	5	-0.8
COCCNC(=O)c1cccc(OC2CCN(Cc3ccc(F)cc3OC)CC2)c1	0.1	-11	-1	0.0
OCc1cn(-c2nc(N3CCOCC3)nc(N3CCOCC3)n2)nn1	-0.1	4	-2	2.6
COC(=O)c1cccc(COC(=O)c2ccc(NC(=O)c3ccco3)cc2)c1	0.4	13	-5	-0.8
O=c1oc2ccc3ccccc3c2cc1-c1nc(-c2ccc(-c3ccccc3)cc2)cs1	0.1	10	6	0.5
O=C1S/C(=C\c2ccc(Br)o2)C(=O)N1c1ccccc1	0.6	17	-1	1.6
CCC(C)NS(=O)(=O)c1cccc2nonc12 (stereo unspecified)	-0.1	-10	-2	0.6
CCOC(=O)CNC(=O)n1ncc2cc(Cl)ccc21	0.1	6	-7	1.2
O=S(=O)(Nc1cccc(-c2nc3ccccc3o2)c1)c1ccccc1	0.0	2	9	-0.2
CCc1nnc(NC(=O)Cc2nc(-c3ccc(OC)cc3)no2)s1	0.1	6	-1	-0.8
CCOCCn1c(SCc2cccc(C)c2)nc2c1c(=O)[nH]c(=O)n2C	-0.1	-5	12	0.6
NC(=O)c1c(NC(=O)C2CC2c2ccccc2)sc2c1CCCC2 (stereo unspecified)	-0.1	3	-19	1.4
Cc1ccc(N2C(=O)NC(=O)C2=O)cc1	-0.1	0	-2	-0.9
COC(=O)C1=C(C)Nc2nnnn2C1c1ccc(OCc2ccccc2Cl)c(OC)c1 (stereo unspecified)	0.0	9	-15	-0.6
COC(=O)c1c(NC(=O)c2cc(-c3ccc(C)o3)nc3ccccc23)sc2c1CCC(C)C2 (stereo unspecified)	0.0	5	6	-0.6
CN(C)C(=O)C(Cc1c[nH]c2ccccc12)NC(=O)c1cccs1 (stereo unspecified)	0.0	-6	0	0.6
COc1cccc(C2(NC(=O)CCc3cc(Cl)no3)CCCC2)c1	0.1	7	4	1.1
CCC(=O)NC(c1nnc2n1CCN(Cc1ccc(OC)c(OC)c1OC)CC2)C(C)C (stereo unspecified)	-0.1	-1	-1	0.4
CCOCCn1c(=O)c2c(nc3n(-c4ccc(OC)cc4)c(C)cn23)n(C)c1=O	0.0	1	10	0.1
CC1CCCN(c2cc(C(=O)Nc3ccc4c(c3)CCC4)c3ccccc3n2)C1 (stereo unspecified)	-0.1	-11	5	-0.1
O=[N+]([O-])c1cc2c(cc1C(O)c1nnc(-c3ccccc3)o1)OCO2 (stereo unspecified)	0.0	16	81*	0.0
O=C(CCN1C(=O)c2ccccc2C1=O)N1CCC2(CC1)OCCO2	0.0	-8	-3	-0.9
CCN(CC)C(=O)c1ccc2nc(NS(=O)(=O)c3ccc(C)cc3)sc2c1	-0.1	-9	3	0.3
NC(=O)c1ccc(-c2cc(Nc3ccc(N4CCOCC4)cc3)nc(N)n2)cc1	-0.2	5	21	-9.8
CCC1CCCCN1CCCNC(=O)c1nc(-c2cccnc2)no1 (stereo unspecified)	-0.1	-2	-6	3.7
CCC(C)NC(=O)CN1C(=O)CCSc2ccccc21 (stereo unspecified)	0.6	7	16	0.0
O=C(CCc1n[nH]c(=O)[nH]c1=O)N/N=C/c1ccc2c(c1)OCO2	0.2	17	0	2.0
COc1ccc(-n2nc(C(=O)Nc3cc(C)on3)c3ccccc3c2=O)c(OC)c1	0.0	3	0	0.0
